Bioassay records from PubChem.
OX1R antag-1 = OX1R (HCRTR1) antagonists, primary screen, fluorescence, CHO/OX1R cells, Fluo-8 calcium, orexin A; Orexin/Hypocretin receptor type 1 (Homo sapiens), O43613; Fluo-8 calcium fluorescence; inhibition, % at 5 µM; 330,000 compounds, 0.43% hits; AID 434989, 2010;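 active = inhibition above its plate's threshold, mean inhibition of all tested compounds on the plate plus 3 SD, cut at about 37% in these data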;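 also: 0% = orexin A challenge wells and 100% = SB-334867-A antagonist wells; not every result past the cut was called active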
Target sequence (O43613 whole entry, looked up): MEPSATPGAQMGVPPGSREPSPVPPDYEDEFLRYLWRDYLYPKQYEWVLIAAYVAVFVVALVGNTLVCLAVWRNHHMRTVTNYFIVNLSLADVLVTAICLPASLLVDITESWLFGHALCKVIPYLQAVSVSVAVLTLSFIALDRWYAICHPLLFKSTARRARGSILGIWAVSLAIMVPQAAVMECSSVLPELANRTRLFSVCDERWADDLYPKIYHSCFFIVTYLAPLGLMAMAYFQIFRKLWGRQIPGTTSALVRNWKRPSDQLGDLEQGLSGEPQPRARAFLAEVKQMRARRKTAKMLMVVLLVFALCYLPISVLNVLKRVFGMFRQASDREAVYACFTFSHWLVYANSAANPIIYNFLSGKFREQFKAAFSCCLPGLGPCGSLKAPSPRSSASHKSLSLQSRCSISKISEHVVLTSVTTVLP
OX1R antag-2 = antagonists of human orexin 1 receptor (OX1R); OX1R-expressing cells, FRET antagonist read-out; 330,000 compounds, 1.8% hits; AID 485270, 2010; Orexin/Hypocretin receptor type 1 (Homo sapiens), O43613; inhibition, % at 6.6 µM; in the data active = inhibition mostly above about 38%, no sharp cut-off; inactive = mostly below about 40%;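 also: 0% = agonist challenge alone and 100% = reference antagonist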
CHT PAM = CHT positive allosteric modulators, primary screen, cell-based, membrane potential dye, choline EC20. 310,000 compounds, 0.49% hits. CHT-expressing cells; hits give high values; LV-AA mutant CHT in HEK293 cells. B-score at 10 µM;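 active = initial fluorescence not abnormally high and integrated response B-score, plate-corrected, over 3 SD above library mean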
Target sequence (Q9GZV3 whole entry, looked up): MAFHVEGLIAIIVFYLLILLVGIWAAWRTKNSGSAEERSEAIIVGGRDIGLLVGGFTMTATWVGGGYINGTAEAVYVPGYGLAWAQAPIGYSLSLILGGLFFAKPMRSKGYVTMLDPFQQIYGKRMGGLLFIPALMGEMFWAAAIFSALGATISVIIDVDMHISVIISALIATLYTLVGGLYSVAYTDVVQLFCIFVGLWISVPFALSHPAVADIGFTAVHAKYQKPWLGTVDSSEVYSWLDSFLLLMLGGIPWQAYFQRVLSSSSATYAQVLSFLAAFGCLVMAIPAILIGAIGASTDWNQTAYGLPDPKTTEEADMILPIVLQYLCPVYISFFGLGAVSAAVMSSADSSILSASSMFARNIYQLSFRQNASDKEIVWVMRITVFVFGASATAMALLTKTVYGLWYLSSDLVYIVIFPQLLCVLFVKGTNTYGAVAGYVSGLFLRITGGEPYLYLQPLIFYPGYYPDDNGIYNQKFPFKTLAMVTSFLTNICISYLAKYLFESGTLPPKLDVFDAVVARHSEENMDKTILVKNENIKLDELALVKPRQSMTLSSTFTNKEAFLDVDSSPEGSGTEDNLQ
Active calls of the source: *; i = inactive; . = not tested or not shown. Some of the compounds tested (hit frequency here may not be typical).

compound	OX1R antag-1	OX1R antag-2	CHT PAM
CCC(=NCCCn1ccnc1)c1c(O)n(Cc2ccccc2)c(=O)[nH]c1=O	-23	12	i
CC12CC[C@H]3[C@@H](CCC4(O)C[C@H](O)CCC34/C=N/NC(=O)c3ccccc3O)C1(O)CCC2C1=CC(=O)OC1 (stereo partly specified)	2	-3	i
Cc1cc(C=C2C(=O)N(C)C(=S)N(C)C2=O)c(C)n1-c1cccnc1	-8	20	i
COc1cc(N2CCOCC2)ccc1/C=C1\C(=O)NC(=O)N(C2CCCCC2)C1=O	-12	7	i
C/C=C1\NC(=O)[C@@H](NC(=O)[C@H](CCc2ccc(O)cc2)NC(=O)[C@H](C)NC(=O)[C@H](O)CO)[C@@H](C)OC(=O)[C@H](C(C)C)NC(=O)[C@H](Cc2ccc(O)cc2)N(C)C(=O)[C@H](Cc2ccccc2)N2C(=O)C(CC[C@H]2O)NC1=O (stereo partly specified)	2	-6	.
Cc1c(C=O)c2ccccc2n1Cc1ccccc1	-19	7	i
CCC(=Nc1ccc2c(c1)CCC2)c1c(O)n(C2CCCCC2)c(=O)[nH]c1=O	-26	6	i
C/C(=N\Nc1ccccc1)c1c(O)n(C)c(=O)n(C)c1=O	-7	14	i
CCCCNC(=O)NC(C(N)=O)P(=O)(OCC)OCC (stereo unspecified)	-4	2	i
CC(=NCCN1CCOCC1)c1c(O)n(Cc2ccccc2)c(=O)[nH]c1=O	-1	12	i
CCn1cc(CN2CCCC(C(=O)c3sccc3C)C2)cn1 (stereo unspecified)	-4	19	i
Cc1cc(C=C2C(=O)NC(=O)NC2=O)c(C)n1-c1ccc2c(c1)OCO2	-6	26	i
Nc1c(C(=O)NCc2ccco2)c2nc3ccccc3nc2n1CCN1CCOCC1	-9	8	6.4*
CSC(=Nc1ccccc1)c1c(O)n(C)c(=O)n(C)c1=O	1	15	i
O=C1CN(O)C(c2ccccc2Cl)=c2cc(Br)ccc2=N1	-11	7	i
CCOP(=O)(OCC)C(NC(=O)CC(C)C)C(Cl)(Cl)Cl (stereo unspecified)	-11	21	i
O=C(NCc1ccc(C(=O)N2CCC3(CC2)OCCO3)cc1)c1cccc(Br)c1	-13	8	i
O=C1CN(O)C(c2ccccc2)=c2cc(Br)ccc2=N1	-6	9	i
CCN1CCN(C(=O)Cc2ccc(C)cc2)CC1	-12	-4	i
CC(=NCCCn1ccnc1)c1c(O)n(-c2ccccc2)c(=O)[nH]c1=O	2	2	i

Next part; it opens with the four that closed the last part.
compound	OX1R antag-1	OX1R antag-2	CHT PAM
O=C(NCc1ccc(C(=O)N2CCC3(CC2)OCCO3)cc1)c1cccc(Br)c1	-13	8	i
O=C1CN(O)C(c2ccccc2)=c2cc(Br)ccc2=N1	-6	9	i
CCN1CCN(C(=O)Cc2ccc(C)cc2)CC1	-12	-4	i
CC(=NCCCn1ccnc1)c1c(O)n(-c2ccccc2)c(=O)[nH]c1=O	2	2	i
CCC(C)N1Cc2ccccc2C1=N (stereo unspecified)	-8	9	i
CN1CCN(c2c(N)c(=O)oc3ccccc23)CC1	3	35	i
COC(=O)C1=C(c2cccc(OCc3ccccc3)c2)C[C@@H]2CC[C@H]1N2C(=O)NCc1ccc(OC)c(OC)c1	11	8	.
COC(=O)C1=C(c2ccc(F)cc2OCc2ccccc2)C[C@@H]2CC[C@H]1N2C(=O)NCc1ccc(C(F)(F)F)cc1	15	16	.
N#Cc1cc2c(nc1SCC(=O)Nc1cc(Cl)cc(Cl)c1)C1CCN2CC1	-18	9	i
C=Cc1ccc(Cn2c(C(=O)O)c(C=O)c3ccccc32)cc1	-17	13	i
O=C1NC(=O)N(c2cccc(Br)c2)C(=O)/C1=C/c1ccsc1	-6	20	i
CCN(CC)CCN1Cc2ccccc2C1=N	-10	-1	11*
COC(=O)C1=C(c2ccc(F)cc2OCc2ccccc2)C[C@@H]2CC[C@H]1N2C(=O)NCCCc1ccccc1	6	14	.
Brc1ccc2[nH]cc(/C=N/N3CCCCC3)c2c1	-4	23	i
CCC(C(=O)Nc1ccc(Cl)cc1)N1CCCC1=O (stereo unspecified)	-16	5	i
CCCCCn1c(=O)c(C(=O)Nc2ccccc2N)c(O)c2ccccc21	-16	3	i
COC(=O)C1=C(c2ccc(-c3ccccc3)c(F)c2)C[C@@H]2CC[C@H]1N2C(=O)NCCOc1ccccc1	-9	-1	.
CCN(CC)N=O	-3	7	.
Cc1cccc(-n2c(-c3ccco3)nc3ccccc3c2=O)n1	-23	23	i
CC(=NCC1CCCO1)c1c(O)n(C2CCCCC2)c(=O)[nH]c1=O (stereo unspecified)	-8	11	i
CCCCCCN1CCN(c2ccccc2Cl)CC1	-5	14	i
Cn1c(O)c(C=NCCOc2ccc(Cl)cc2)c(=O)n(C)c1=O	-25	1	i
COC(=O)C(O)(c1ccc(N=Cc2ccccc2O)c(C)c1)C(F)(F)F (stereo unspecified)	-6	18	i
c1ccc(CN2CCNCC2)nc1	1	1	i
CCOC(=O)N(c1ccccc1)P1(=S)OCC(C)O1 (stereo unspecified)	-10	-6	i
CCCCn1c(=O)c(C(=O)NCc2ccccc2)c(O)c2ccccc21	-46	10	i
CCOc1cc(/C=C2/C(=O)NC(=O)N(c3ccc(CC)cc3)C2=O)ccc1OC(=O)c1cccs1	-10	11	i
C#CCOCOCC#CCN(CC)CC	-1	-3	i
CCN(CC)c1ccc(N=Cc2c(O)n(-c3ccccc3)c(=O)[nH]c2=O)cc1	-13	7	i
Cc1ccc(NS(=O)(=O)c2ccc(OCC(=O)N3CCN(C)CC3)cc2)cc1	-10	10	i
CCOC(=O)c1[nH]c(C)c(C(=O)N2CCC3(CC2)OCCO3)c1C	-8	2	i
Oc1ccc(/C=N/NP(=S)(c2ccccc2)c2ccccc2)cc1	-3	21	i
Cc1cccc(NP(=O)(Oc2ccccc2F)Oc2ccccc2F)c1	-11	9	i
Clc1ccc2c(c1)C(OC1CN3CCC1CC3)c1ccccc1CS2 (stereo unspecified)	-15	15	i
COc1ccc(OCC(=O)N2CCN(Cc3ccc(SC)cc3)CC2)cc1	-17	26	i
COC(=O)C1=C(c2ccc(Cl)c(C(F)(F)F)c2)C[C@@H]2CC[C@H]1N2C(=O)NC1CCCCC1	-4	5	.
CCc1nc2ccc(N3CCN(C)CC3)cc2nc1CC	-5	12	i
Cc1cccc(CCNCc2cc3cc(C)cc(C)c3[nH]c2=O)c1	-36	14	i
CN(C)CP(=O)(O)CN(C)C=O	-2	14	i
c1cncc(CNC2CCCCC2)c1	-21	11	i
CN1[C@H]2CC[C@@H]1C(C(=O)N1CCOCC1)=C(O)C2	12	2	.
O=[N+]([O-])c1ccc(N2CCCNCC2)c2ncccc12	-6	40*	9.3*
CC(=NCCO)c1c(O)n(C2CCCCC2)c(=O)[nH]c1=O	-11	9	i
CN1CCN(c2ccc(S(=O)(=O)C(F)(F)F)cc2[N+](=O)[O-])CC1	0	25	i
COc1cc2c(cc1OC)-c1c(OC)c(OC)cc3c1C(C2)N(C)CC3 (stereo unspecified)	-13	16	8.4*
O=C(Cc1ccccc1)OCCN1CCCCC1	3	12	i
Fc1cccc(CN2CCN(c3ccc(Cl)cc3)CC2)c1	-9	1	i
CC1(c2ccccc2)NCCN2C(=O)CSC21 (stereo unspecified)	-13	5	i
CNC(=O)Nc1ccc(C(O)(C(=O)OC)C(F)(F)F)cc1 (stereo unspecified)	-4	2	i
C=CCn1c(O)c(C(C)=Nc2ccc(NC(C)=O)cc2)c(=O)[nH]c1=O	-12	14	i
N#CC(C#N)=C(N)c1cccnc1	-14	10	i
C=CCN1CCc2cccc3c2[C@H]1Cc1ccc(O)c(O)c1-3	2	3	i
Cc1nn(Cc2ccccc2)c(Cl)c1C(=O)O	-9	-7	i
O=c1c(C=NCc2cccs2)c(O)n(C2CCCCC2)c(=O)n1C1CCCCC1	-12	11	i
C=CP(=O)(O)c1ccccc1	-14	12	i
CCN1CCN(c2ncnc3ccc(Br)cc23)CC1	-11	16	i
NP(=O)(OCC(F)(F)F)Oc1ccc(Cl)cc1 (stereo unspecified)	-5	-2	i
CCOC(=O)C1(c2ccccc2)CCN(CCC(C#N)(c2ccccc2)c2ccccc2)CC1	-49	18	i
C[C@]12CC[C@H](O)C[C@H]1CC[C@@H]1[C@@H]2CC[C@]2(C)C(=O)CC[C@@H]12	-21	7	.
COC(=O)C1=C(c2cccc(OC)c2OC)C[C@@H]2CC[C@H]1N2C(=O)N1CCCCC1	-11	17	i
Fc1ccc(C(OCCN2CCCC2)c2ccc(F)cc2)cc1	-22	3	i
O=C(CNC(=O)c1ccccc1)Nc1ccc(Br)cc1C(=O)c1ccccc1	-25	43	i
CC(=O)OC1N=C(c2ccccc2)c2cc(Br)ccc2N(C)C1=O (stereo unspecified)	-6	7	i
Cc1cc(C(=O)CS(=O)c2ccc(F)cc2)cc(C)c1OC(=O)N(C)C (stereo unspecified)	-33	20	i

Later entries
compound	OX1R antag-1	OX1R antag-2	CHT PAM
Cc1ccc(C(c2nnnn2Cc2ccccc2)N2CC=C(c3ccc(F)cc3)CC2)cc1 (stereo unspecified)	-10	-2	i
C=CCn1c(O)c(C(C)=NCCCO)c(=O)[nH]c1=O	-6	18	i
COc1ccc2[nH]cc(CCN=C(N)N)c2c1	-1	3	i
C/C(=N/OC(=O)N(C)C)c1ncc(C(F)(F)F)cc1N1CCOCC1	5	5	i
COC(=O)C1=C(c2ccccc2)C[C@@H]2CC[C@H]1N2C(=O)NCc1cccc2ccccc12	-7	41	i
O=C(CNC(=O)OCc1ccccc1)Nc1ccc(Br)cc1C(=O)c1ccccc1Cl	-18	22	i
O=C(c1ccc(F)cc1)C(Cc1ccccc1)N1CCCCC1 (stereo unspecified)	-21	5	i
CCCOc1ccccc1C1SCC(=O)Nc2c1c(=O)[nH]n2C(C)CCC (stereo unspecified)	-30	42	i
C=C[C@@H]1C[C@@]1(C)[C@@H](NP(=O)(c1ccccc1)c1ccccc1)c1ccccc1	-41	16	i
Cc1ccccc1N1C(=O)NC(=O)/C(=C\c2cnn(-c3ccccc3)c2)C1=O	-3	10	i
CCCN(CCC)[C@@H]1CCc2cccc(O)c2C1	-5	6	i
c1ccc(CCNCc2ccccc2)cc1	-17	5	i
Cc1ccc(CN2CCCC(C(=O)c3cccc(C(F)(F)F)c3)C2)o1 (stereo unspecified)	-22	12	i
CCN(CC)CCOC(=O)c1ccc(N=Cc2c(O)[nH]c(=O)[nH]c2=O)cc1	-7	10	i
[O-][n+]1onc2c1CCC1N(O)CCC21O (stereo unspecified)	6	7	i
O=c1[nH]c(Cl)ccc1CN1CCOCC1	-8	30	i
CCCCn1c(O)c(/C=C2/C=CC=N2)c(=O)[nH]c1=O	-16	8	i
O=P(NS(=O)(=O)c1ccc(Cl)cc1)(Oc1ccccc1)Oc1ccccc1	-8	25	i
Cc1cc2oc(=O)cc(-c3cc4ccccc4o3)c2cc1OC(=O)N(C)C	-16	16	i
COc1ccccc1CCNC1CCC(C)CC1 (stereo unspecified)	-20	13	i
CC1(C)N(O)C2CCCCC2N1O (stereo unspecified)	7	23	i
CCCCCn1c(=O)c(C(=O)Nc2ccccc2S(N)(=O)=O)c(O)c2ccccc21	-25	35	i
CCOc1cc(C=C2C(=O)NC(=O)NC2=O)cc([N+](=O)[O-])c1O	-13	21	i
Cc1ccc(-c2cc(C(F)F)n3ncc(C(=O)N4CCC5(CC4)OCCO5)c3n2)cc1	-17	8	i
C=CC[C@@H](CC/C=C/C=C/CC/C=C\[C@@H]1CSC([C@@H]2C[C@@H]2C)=N1)OC	-12	5	.
CCCCN1C(=O)/C(=C/c2ccc(N3CCCCCC3)cc2)C(=O)NC1=S	-19	13	i
CCCCn1c(O)c(C(C)=NCCCN(CC)CC)c(=O)[nH]c1=O	-3	12	i
COC(=O)CC1(CC(=O)OC)C(=O)N(c2ccccc2)C(=O)N(c2ccccc2)C1=O	-11	11	i
O=C(CCc1nnc2ccc(NCc3ccc(F)cc3)nn12)N1CCC2(CC1)OCCO2	-4	15	i
C[C@@H]1C[C@@H]([C@H](O)CC2CC(=O)NC(=O)C2)C(=O)[C@@H](C)C1	-3	5	.
Cn1c(O)c(C=Nc2ccccc2)c(=O)n(C)c1=O	-1	7	i
C[C@]12CCC(=O)C(O)=C1CC[C@@H]1[C@@H]2CC[C@]2(C)C(=O)CC[C@@H]12	-16	16	i
CO[C@@H]1C=CC23c4cc5c(cc4CO[C@]2(O)CN(C)[C@H]3C1)OCO5 (stereo partly specified)	18	10	.
O=C(CN1C(=O)CN=C(c2ccccc2)c2ccccc21)NCc1ccco1	-21	9	i
CN1CCN(C(=O)COc2ccc(S(=O)(=O)NCc3ccccc3)cc2Cl)CC1	-8	20	i
O=C(c1ccco1)C12CN3CN(CN(C3)C1)C2	-2	14	i
